PG9 binder: binders of HIV-1 gp120 antibody PG9, primary screen, biochemical, TR-FRET; TR-FRET gp120-PG9 antibody binding; 360,000 compounds, 0.43% hits; inhibition, % at 6.7 µM; HIV-1 gp120 / PG9 antibody interaction; in the data active = inhibition above about 8.5%
HTRA1 inhibitor: HTRA1 serine protease inhibitors, primary screen, biochemical, fluorescence polarization, HTS | Q92743 | recombinant HTRA1, FP-rhodamine activity-based probe | inhibition, % at 5.96 µM | 340,000 compounds, 0.5% hits | AID 504803, 2011; in the data active = inhibition above about 36%;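 note: 0% = enzyme with DMSO and 100% = wells lacking enzyme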
rCAG binder: binders of r(CAG) RNA repeats, primary screen, biochemical, fluorescence | r(CAG) RNA repeat, TO-PRO-1 dye displacement fluorescence | inhibition, % at 3 µM | 370,000 compounds, 1.3% hits | AID 651821, 2012;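 active = inhibition above the plate cutoff, the mean of all test compounds on that plate plus 3 SD, cut at about 35% in these data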;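 note: 0% = DMSO alone and 100% = 100 µM mitoxantrone as full dye displacement; higher means more dye released from RNA so lower well fluorescence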
NPR1 activator: GC-A stimulated cGMP production enhancers – HEK293 GC-A cells, cGMP TR-FRET, EC30 ANP, primary screen | Atrial natriuretic peptide receptor 1 (Homo sapiens), P16066 | 0% at EC30 ANP, 100% saturating ANP | activation, % at 10 µM | 370,000 compounds, 0.14% hits; in the data active = activation above about 40%
mABHD4 FP: ABHD4 inhibitors, primary screen, biochemical, fluorescence polarization, mouse | (Lyso)-N-acylphosphatidylethanolamine lipase (Mus musculus), Q8VD66 | purified mABHD4, FP-Rh probe fluorescence polarization | inhibition, % at 8.92 µM | 370,000 compounds, 0.54% hits | AID 720543, 2013;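 active = inhibition exceeding the mean over every tested compound plus 3 SD, cut at about 30% in these data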;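 note: 0% = plate median of compound wells and 100% = S159A mutant with DMSO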
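Doses – 8.92 µM, single dose · Material – wild-type mouse ABHD4 protein · Replication – single well per compound (singlicate) · Measure – percent inhibition of probe binding, normalized to plate controls · Schedule – 45 min compound pre-incubation plus 60 min probe step, 25 °C · Detection – fluorescence polarization with parallel and perpendicular emission, 525/598 nm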
NPR2 activator: human GC-B receptor activators, primary screen, HEK293 GC-B cells, cGMP TR-FRET, EC30 CNP. Atrial natriuretic peptide receptor 2 (Homo sapiens), P20594. 0% at EC30 CNP, 100% saturating CNP. activation, % at 10 µM. 370,000 compounds, 0.11% hits;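 active = activation at 10 µM reaching about 35% in either raw or pattern-adjusted values, limit read from the data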
ASAP1 inh: inhibitors of human ASAP1 ArfGAP activity, primary screen, biochemical, fluorescence polarization. inhibition, % at 16.5 µM. ASAP1-stimulated ARF1 GTP hydrolysis, GDP FP detection. 360,000 compounds, 0.19% hits. Arf-GAP with SH3 domain, ANK repeat and PH domain-containing protein 1 (Homo sapiens), …; in the data active = inhibition above about 25%;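 note: 0% = vehicle with enzyme and substrate and 100% = no enzyme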
NR1D1 modulator: modulators of Rev-erb alpha DNA binding, primary screen, biochemical, FITC-DNA, fluorescence polarization, uHTS | Nuclear receptor subfamily 1 group D member 1 (Homo sapiens), P20393 | Rev-erbα–FITC-DNA binding, 90 min | activity, % at 10 µM | 370,000 compounds, 0.79% hits;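 active = activity above about 14%, limit read from the data; passing the limit was not always enough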;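 note: 0% = DMSO wells with 35 nM protein and 100% = DMSO wells with 750 nM protein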
Target sequence (P20393 whole entry, looked up): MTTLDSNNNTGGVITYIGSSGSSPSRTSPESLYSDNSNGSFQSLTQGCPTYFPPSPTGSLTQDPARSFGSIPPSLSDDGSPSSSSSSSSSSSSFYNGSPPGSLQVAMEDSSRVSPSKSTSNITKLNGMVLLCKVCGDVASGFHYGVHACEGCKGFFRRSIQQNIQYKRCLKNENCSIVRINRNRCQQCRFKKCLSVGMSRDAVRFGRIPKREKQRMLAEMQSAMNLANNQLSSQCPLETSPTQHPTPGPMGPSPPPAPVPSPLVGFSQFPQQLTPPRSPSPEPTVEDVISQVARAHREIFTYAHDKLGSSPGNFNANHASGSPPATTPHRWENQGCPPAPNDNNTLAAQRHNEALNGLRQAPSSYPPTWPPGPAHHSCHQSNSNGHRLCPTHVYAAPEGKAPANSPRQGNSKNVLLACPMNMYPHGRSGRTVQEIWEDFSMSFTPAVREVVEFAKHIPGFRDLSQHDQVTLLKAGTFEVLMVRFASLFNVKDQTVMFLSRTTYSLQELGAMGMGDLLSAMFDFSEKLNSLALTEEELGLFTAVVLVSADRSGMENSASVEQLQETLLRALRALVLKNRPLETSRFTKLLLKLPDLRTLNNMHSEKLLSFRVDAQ
ARFGAP1 inhibitor: inhibitors of rat ARFGAP1 GAP activity, primary screen, biochemical, fluorescence polarization, GDP tracer; ADP-ribosylation factor GTPase-activating protein 1 (Rattus norvegicus), Q62848; Arfgap1-stimulated ARF1 GTP hydrolysis, GDP FP detection; inhibition, % at 16.5 µM; 360,000 compounds, 0.26% hits;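 active = inhibition above a per-plate limit, mean inhibition of low control wells plus 3 SD, cut at about 25% in these data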;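 note: 0% = DMSO wells with enzyme and 100% = wells lacking Arfgap1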
Target sequence (Q62848 1-136 limits assumed): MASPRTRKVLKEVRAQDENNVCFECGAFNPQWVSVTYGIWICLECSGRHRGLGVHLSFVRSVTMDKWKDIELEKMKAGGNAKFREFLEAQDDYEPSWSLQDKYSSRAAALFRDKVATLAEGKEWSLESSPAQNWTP
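system = rat Arfgap1 catalytic domain, aa 1-136 | technique = FP, GDP Alexa 633 tracer displaced from anti-GDP antibody, 620/688 nm | compound = one concentration, 16.5 µM, DMSO 1.26% | medium = HEPES-based buffer, pH 7.5 | timing = compound-enzyme preincubation 20 min, reaction 120 min, detection 60 min, 25 °C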
SMARCA2 act: SMARCA2 (BRM) function activators, primary screen, cell-based, luminescence, high throughput; 370,000 compounds, 1% hits; AID 652017, 2013; activation, % at 9.1 µM; MG213 cells, MMTV-luciferase reporter, dexamethasone, overnight; in the data active = activation above about 7.8%;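 note: 0% = vehicle wells and 100% = reference activator wells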
Starred values were filed as active, the others as inactive; · = no result given.

| item | SMILES | PG9 binder | HTRA1 inhibitor | rCAG binder | NPR1 activator | mABHD4 FP |
| --- | --- | --- | --- | --- | --- | --- |
| 1 | Cc1cccc(CSc2cccc3cccnc23)c1 | 0.4 | -6 | 0 | 11 | -7 |
| 2 | O=C(OCC(=O)N1CCCCCC1)c1cc(S(=O)(=O)N2CCOCC2)ccc1F | 2.4 | 10 | 2 | 6 | 0 |
| 3 | CCNc1ccc(C(=O)OCC(=O)c2cc(C)n(Cc3ccc4c(c3)OCO4)c2C)cc1[N+](=O)[O-] | 2.5 | 0 | 5 | 1 | 6 |
| 4 | CC(=O)NCCNc1nc2cc(-c3ccccc3C)sc2c(=O)n1C | 0.4 | · | 2 | 3 | -3 |
| 5 | CCn1c(=O)cc(SCC(=O)N2CCN(c3ccccc3OC)CC2)c2ccccc21 | -4.8 | 0 | 3 | -18 | -1 |
| 6 | CCOC(=O)c1cc(C#N)c(=S)[nH]c1C | 1.2 | 8 | 1 | -2 | 0 |
| 7 | CC(C)n1c2ccccc2c2nnc(SCC(=O)Nc3ccccc3C(=O)O)nc21 | 8.2 | 7 | 28 | 0 | -8 |
| 8 | N#Cc1cnc(=S)n(-c2cc(C(F)(F)F)cc(C(F)(F)F)c2)c1N | -3.1 | -7 | 3 | -1 | -6 |
| 9 | Oc1ccc2ccccc2c1/C=N/Nc1nnc(-c2ncc[nH]2)c2ccccc12 | -1.4 | 38* | 12 | 11 | 23 |
| 10 | COc1ccc(NS(=O)(=O)c2cc3c(cc2C)N(C)CCO3)cc1 | -0.2 | 3 | 2 | -16 | 0 |
| 11 | O=C(NCc1ccccc1Cl)C1CCN(S(=O)(=O)c2ccc(F)cc2)CC1 | 0.1 | -4 | -2 | -16 | -4 |
| 12 | CCCCn1c(N)c(N(CCC(C)C)C(=O)COC(=O)c2ccc(CC)cc2)c(=O)[nH]c1=O | -2.7 | -7 | -6 | 0 | 3 |

| item | NPR2 activator | ASAP1 inh | NR1D1 modulator | ARFGAP1 inhibitor | SMARCA2 act |
| --- | --- | --- | --- | --- | --- |
| 1 | 4 | 2 | 14 | 1 | 5 |
| 2 | 11 | 4 | 1 | 5 | -1 |
| 3 | 2 | -5 | 3 | 0 | -4 |
| 4 | 0 | -9 | 6 | -6 | 4 |
| 5 | -17 | 3 | 2 | -1 | -3 |
| 6 | 3 | -12 | 12 | 7 | -2 |
| 7 | 2 | -3 | -4 | 0 | 1 |
| 8 | 2 | -5 | 1 | -5 | -4 |
| 9 | 12 | 4 | 6 | 1 | -2 |
| 10 | -15 | 3 | 4 | -5 | -5 |
| 11 | -8 | 5 | -3 | -6 | -2 |
| 12 | -9 | 0 | 0 | 1 | -2 |

Results in HTRA1 inhibitor and ASAP1 inh, for some of the entries so far:
no.	Molecule	HTRA1 inhibitor	ASAP1 inh
8	N#Cc1cnc(=S)n(-c2cc(C(F)(F)F)cc(C(F)(F)F)c2)c1N	-7	-5
9	Oc1ccc2ccccc2c1/C=N/Nc1nnc(-c2ncc[nH]2)c2ccccc12	38*	4

Remaining list, next part:
| item | SMILES | PG9 binder | HTRA1 inhibitor | rCAG binder | NPR1 activator | mABHD4 FP |
| --- | --- | --- | --- | --- | --- | --- |
| 13 | C=CCN1C(=O)C(CC(=O)O)S/C1=N/N=C/c1ccc(N(CC)CC)cc1 (stereo unspecified) | -2.7 | -3 | 32 | 0 | 9 |
| 14 | Cc1cc(-n2c(C)cc(C(=O)COc3cc(F)ccc3[N+](=O)[O-])c2C)no1 | 0.2 | 2 | 5 | 1 | 3 |
| 15 | CCC(C(=O)NCc1ccco1)N(Cc1cccs1)C(=O)CNS(=O)(=O)c1ccccc1 (stereo unspecified) | -0.7 | 5 | -4 | -3 | 2 |
| 16 | COc1ccc(OC(C)c2nnc(N)s2)cc1 (stereo unspecified) | -0.1 | 5 | -1 | 1 | -2 |
| 17 | COc1ccc(-n2cnnc2SCCC#N)cc1 | -0.3 | 6 | 0 | 2 | 6 |
| 18 | CCOC(=O)C(NC(=O)NCc1ccccc1)(OCC)C(F)(F)F (stereo unspecified) | 0.0 | 6 | -3 | 0 | -4 |
| 19 | Cc1nn(-c2ccccc2)c2c1C(c1cccnc1)N1C=C(S(=O)(=O)N3CCCCC3)C=CC1=N2 (stereo unspecified) | -2.1 | 0 | -3 | 1 | 2 |
| 20 | O=C(NCCN1C(=O)C2C3C=CC(C3)C2C1=O)c1cc(Cl)cc(Cl)c1 (stereo unspecified) | · | · | 1 | 0 | 4 |
| 21 | COc1ccc(NC(=O)COC(=O)CCCOc2ccc(Cl)cc2Cl)cc1 | 1.7 | -42 | 4 | 15 | -9 |
| 22 | COc1cccc(CNC(=O)Nc2cccs2)c1 | -1.9 | 2 | 7 | 4 | 2 |

| item | NPR2 activator | ASAP1 inh | NR1D1 modulator | ARFGAP1 inhibitor | SMARCA2 act |
| --- | --- | --- | --- | --- | --- |
| 13 | -2 | -3 | 1 | -5 | -3 |
| 14 | 1 | -11 | 0 | 6 | -1 |
| 15 | -3 | -6 | 1 | 7 | 5 |
| 16 | 4 | 7 | 1 | -9 | 0 |
| 17 | 1 | -3 | -5 | -7 | -1 |
| 18 | 7 | -1 | -4 | -3 | -4 |
| 19 | -8 | -5 | -1 | -6 | -1 |
| 20 | 0 | · | -3 | · | -1 |
| 21 | 0 | 9 | 6 | 7 | -4 |
| 22 | 0 | 0 | 2 | -1 | 2 |

Given with two lines to a compound: 11 of the compounds above.
Below each SMILES – PG9 binder	HTRA1 inhibitor	rCAG binder	NPR1 activator	mABHD4 FP	NPR2 activator	ASAP1 inh	NR1D1 modulator	ARFGAP1 inhibitor	SMARCA2 act
(12) CCCCn1c(N)c(N(CCC(C)C)C(=O)COC(=O)c2ccc(CC)cc2)c(=O)[nH]c1=O
  -2.7	-7	-6	0	3	-9	0	0	1	-2
(13) C=CCN1C(=O)C(CC(=O)O)S/C1=N/N=C/c1ccc(N(CC)CC)cc1 (stereo unspecified)
  -2.7	-3	32	0	9	-2	-3	1	-5	-3
(14) Cc1cc(-n2c(C)cc(C(=O)COc3cc(F)ccc3[N+](=O)[O-])c2C)no1
  0.2	2	5	1	3	1	-11	0	6	-1
(15) CCC(C(=O)NCc1ccco1)N(Cc1cccs1)C(=O)CNS(=O)(=O)c1ccccc1 (stereo unspecified)
  -0.7	5	-4	-3	2	-3	-6	1	7	5
(16) COc1ccc(OC(C)c2nnc(N)s2)cc1 (stereo unspecified)
  -0.1	5	-1	1	-2	4	7	1	-9	0
(17) COc1ccc(-n2cnnc2SCCC#N)cc1
  -0.3	6	0	2	6	1	-3	-5	-7	-1
(18) CCOC(=O)C(NC(=O)NCc1ccccc1)(OCC)C(F)(F)F (stereo unspecified)
  0.0	6	-3	0	-4	7	-1	-4	-3	-4
(19) Cc1nn(-c2ccccc2)c2c1C(c1cccnc1)N1C=C(S(=O)(=O)N3CCCCC3)C=CC1=N2 (stereo unspecified)
  -2.1	0	-3	1	2	-8	-5	-1	-6	-1
(20) O=C(NCCN1C(=O)C2C3C=CC(C3)C2C1=O)c1cc(Cl)cc(Cl)c1 (stereo unspecified)
  ·	·	1	0	4	0	·	-3	·	-1
(21) COc1ccc(NC(=O)COC(=O)CCCOc2ccc(Cl)cc2Cl)cc1
  1.7	-42	4	15	-9	0	9	6	7	-4
(22) COc1cccc(CNC(=O)Nc2cccs2)c1
  -1.9	2	7	4	2	0	0	2	-1	2

Rows are unselected; 4.4% or so of the library scored in one or more.
